Screening data: PubChem, National Center for Advancing Translational Sciences (NCATS)
15-hLO-2 inh: qHTS Assay for Inhibitors of 15-hLO-2 (15-human lipoxygenase 2). Polyunsaturated fatty acid lipoxygenase ALOX15B (Homo sapiens), O15296. Potency, µM (series often up to 57.1 µM), without a hit: at the highest dose activity change, negative = inhibition, usual class: inhibitors. purified 15hLO-2, xylenol orange hydroperoxide absorbance. actives 0.56% (n = 110,000); note: potency is the fitted concentration of half-maximal effect; nearly all actives have a fitted effect of over 60% in size; many of its hits are not listed in these tables
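Screening format was qHTS against 50 nM purified 15hLO-2 in Hepes pH 7.5 with detergent. Activity follows hydroperoxide formation from 45 uM arachidonic acid, measured as 573:405 nm absorbance ratio of the ferric-xylenol orange complex.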
PNC inhibitor: High Content Assay for Compounds that inhibit the Assembly of the Perinucleolar Compartment; PC3M PTB-GFP, PNC prevalence imaging, 16 h; stronger effect = lower value; activity change (PNC), negative = inhibition, % at 10 µM; actives 3.1% (n = 140,000);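 active = readout at or below -70, meaning at least 70% loss of cells showing the perinucleolar compartment, a nuclear body marking cancer cells; inconclusive = readout between -30 and a set limit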;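 note: plate controls were DMSO wells for no effect and camptothecin positive control wells for full effect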
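Compounds are pinned in duplicate onto adhered PC3M cells stably expressing GFP-tagged PTB and incubated 16 h at 37 C. Cells are then fixed, nuclei stained with Hoechst, and PNC-positive cells counted.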
IMPase inh: qHTS Assay for Identifying the Cell-Membrane Permeable IMPase Inhibitors; AID 901, 2007; inhibition (IP1 accumulation), % at 46.1 µM; CHO-M1 cells, IP1 accumulation, HTRF TR-FRET ratio; 120,000 tested, under 10 active; Inositol monophosphatase 1 (Rattus norvegicus), P97697; active = well fitted curve in the direction sought with a large enough effect in the signal ratio, not every such curve was filed as active; inconclusive = small, poorly fitted or top-dose-only effect, or a change in a side signal; inactive = no such curve, though single readings can be large or run the other way; the % refers to the signal ratio;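 note: cells stimulated with carbachol in lithium chloride buffer; plate controls were DMSO basal wells for no effect and reference inhibitor wells for full effect; higher means more IMPase inhibition seen as more IP1 and lower FRET ratio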
Target sequence (P97697 whole entry, looked up): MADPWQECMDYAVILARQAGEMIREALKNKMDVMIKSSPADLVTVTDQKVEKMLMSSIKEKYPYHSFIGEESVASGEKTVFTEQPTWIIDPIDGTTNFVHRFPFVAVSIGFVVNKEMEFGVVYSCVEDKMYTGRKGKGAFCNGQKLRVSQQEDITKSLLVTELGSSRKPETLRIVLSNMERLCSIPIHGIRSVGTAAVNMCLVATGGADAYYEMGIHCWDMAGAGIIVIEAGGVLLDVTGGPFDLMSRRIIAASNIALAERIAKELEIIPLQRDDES
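Measured: the HTRF emission ratio (665/620 nm) plus the 620 nm donor channel, each fitted to the Hill equation to give AC50. Cells were CHO-M1 given compounds up to 46 uM and a 30 min carbachol stimulation at 37C.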
ALOX12 inhib: qHTS Assay for Inhibitors of 12-hLO (12-human lipoxygenase). Polyunsaturated fatty acid lipoxygenase ALOX12 (Homo sapiens), P18054. purified 12-hLO, xylenol orange hydroperoxide absorbance. Potency, µM (titrated, usually from 57.1 µM), for inactives: top-dose activity change, negative = inhibition, actives largely listed as inhibitors. actives 0.12% (n = 150,000); note: potency is the fitted concentration of half-maximal effect; nearly all actives have a fitted effect of over 55% in size; many of its hits are not listed in these tables
Target sequence (P18054 whole entry, looked up): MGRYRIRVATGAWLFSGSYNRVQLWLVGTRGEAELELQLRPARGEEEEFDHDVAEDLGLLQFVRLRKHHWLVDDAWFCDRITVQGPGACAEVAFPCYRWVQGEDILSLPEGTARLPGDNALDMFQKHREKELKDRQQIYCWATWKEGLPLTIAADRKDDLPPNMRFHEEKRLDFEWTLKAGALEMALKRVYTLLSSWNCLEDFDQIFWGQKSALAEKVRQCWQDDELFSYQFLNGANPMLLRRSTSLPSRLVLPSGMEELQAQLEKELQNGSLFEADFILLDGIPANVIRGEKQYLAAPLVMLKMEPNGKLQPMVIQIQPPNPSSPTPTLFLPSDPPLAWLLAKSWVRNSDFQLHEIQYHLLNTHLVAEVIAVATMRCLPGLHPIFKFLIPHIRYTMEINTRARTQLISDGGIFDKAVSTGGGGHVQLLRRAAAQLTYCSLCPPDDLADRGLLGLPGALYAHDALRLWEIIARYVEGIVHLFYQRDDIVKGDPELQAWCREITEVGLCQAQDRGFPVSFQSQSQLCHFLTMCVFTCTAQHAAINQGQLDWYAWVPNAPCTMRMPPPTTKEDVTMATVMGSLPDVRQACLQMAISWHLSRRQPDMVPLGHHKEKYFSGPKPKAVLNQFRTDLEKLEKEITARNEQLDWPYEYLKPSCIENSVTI
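Xylenol orange chromogenic assay: hydroperoxide from 12hLO oxidises Fe(II), giving red-shifted Fe(III)-XO absorbance. Conditions: 150 nM enzyme, 40 uM arachidonic acid, 25 mM Hepes pH 7.0, 0.01% Triton X-100, 30 min, room temperature.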
* marks the source's active call; other numbers are inactive results; ? = inconclusive; nt = no result given; [ ] = another dose, or the depositor's remark. Unless noted, calls come from the whole dose curve; as a rule, active = well fitted curve in the direction sought with a large enough effect; inconclusive = small, poorly fitted or top-dose-only effect, or another doubt; inactive = no such curve, though single readings can be large; an effect the other way counts as inactive or inconclusive. Unless noted, % is set by controls: 0 for no effect and ±100 for the full control effect. An excerpt; the hit share may differ from the screen's.

15-hLO-2 inh | PNC inhibitor | IMPase inh | ALOX12 inhib | compound
-6% | ? | -3 | ? | COCCCNc1c2c3c(cccc3[nH]c1=O)C(=O)c1ccccc1-2
nt | ? | nt | -6% | COc1ccc(/C=N/NC(=S)NCc2ccccc2)cc1OC
nt | ? | 20 | -5% | COc1ccc(C(=O)N2CCN(S(=O)(=O)c3ccc(C)cc3C)CC2)cc1OC
-2% | -106* | -8 | 10% | CS(=O)(=O)c1ccc2nc(NC3(C(F)(F)F)N=C4SCCN4C3=O)sc2c1 (stereo not given)
nt | 15 | nt | -1% | CN(C)S(=O)(=O)c1ccc(Cl)c(NC(=O)CSc2nc3ccccc3c(=O)n2CCCN2CCOCC2)c1
33%[activator] | 2 | 2 | -2% | Cn1c(NCCCN2CCOCC2)nc2c1c(=O)n(Cc1ccc(Cl)cc1)c(=O)n2C
-1% | -28 | 6 | -1% | CC(=O)c1cccc(-n2nnnc2SCC(=O)N2CCCC2)c1
nt | 3 | nt | 2% | COc1cc(C(N)=O)cc(Br)c1OCc1ccccc1
nt | -10 | -3 | -4% | O=C(c1ccccc1NS(=O)(=O)c1cccs1)N1CCOCC1
nt | 2 | 12 | -2% | O=C(NCc1cccnc1)c1cc(Sc2cccc(Cl)c2)nc2ccccc12

Another view of two compounds above:
Below each compound: 15-hLO-2 inh, PNC inhibitor, IMPase inh, ALOX12 inhib
COCCCNc1c2c3c(cccc3[nH]c1=O)C(=O)c1ccccc1-2
→ -6%, ?, -3, ?
O=C(c1ccccc1NS(=O)(=O)c1cccs1)N1CCOCC1
→ nt, -10, -3, -4%

(next part)
15-hLO-2 inh | PNC inhibitor | IMPase inh | ALOX12 inhib | compound
-2% | -19 | 3 | -1% | CCN(CC)S(=O)(=O)c1ccc(NC(=O)CC(NC(C)=O)c2ccccc2)cc1 (stereo not given)
-10% | 15 | 7 | 1% | CC1(C)CC(=O)c2c(O)cc(OCc3ccc([N+](=O)[O-])cc3)cc2O1
-2% | 44 | 0 | -4% | Cc1c(OCc2ccc(C(=O)O)o2)ccc2c3c(c(=O)oc12)CCC3
nt | 2 | -14 | -3% | O=c1c2ccccc2oc2nc(-c3ccco3)n(-c3ccccc3)c(=O)c12
-2% | ? | 10 | 10% | CCCC(C)C(=O)Nc1ccc2c(c1)OCCO2 (stereo not given)
-16% | 47 | 0 | -5% | O=C(O)c1ccc(-n2nc(C(F)(F)F)c3c2CCCC3)cc1
6%[2.29 µM] | 27 | 2 | 0% | Cc1ccc(S(=O)(=O)N(C)CC(=O)NC2CC(C)(C)NC(C)(C)C2)cc1
nt | -19 | nt | -1% | COc1ccc(OCC(=O)Nn2c(-c3ccc(C)cc3)nc3ccccc3c2=O)cc1
nt | ? | nt | -2% | CCNc1ccc(S(=O)(=O)N(C)C)cc1NCC(=O)Nc1ccc(Br)cc1F
-5% | -5 | 5 | -23% | Cc1ccc(S(=O)(=O)N(C)CC(=O)N2CCN(c3ccccn3)CC2)cc1
? | 15 | 8 | -21% | Cc1cc(Br)cc(C)c1NC(=S)NC(=O)CC(C)C
nt | -22 | nt | -4% | CC(Oc1ccc(Cl)cc1Cl)C(=O)NN=C1CCN(C)CC1 (stereo not given)
3% | ? | -7 | -11% | CCCCCCC(=O)Nc1ccc(C(=O)N2CCCC2)cc1
nt | -13 | nt | -1% | COc1cccc(/C=C(/C(=O)OCC(=O)NC2CCCCCCC2)c2ccccc2)c1
-7% | nt | nt | -4% | COc1c(O)cc2c(-c3ccccc3)cc(=O)oc2c1OC
-8% | 21 | 5 | -2% | COc1ccc2oc(=O)cc(C)c2c1
-1% | 0 | ? | -6% | N#Cc1nc(N2CCOCC2)nc(N2CCOCC2)n1
5% | 23 | 10 | -7% | CCC1Oc2ccc(C)cc2N(CC(=O)NCC2COc3ccccc3O2)C1=O (stereo not given)
nt | ? | nt | 3% | O=c1oc2ccc(Cl)cc2cc1-c1ccccc1
nt | -27 | nt | -2% | C=CCN1C(=O)/C(=C/c2ccccc2)S/C1=N/c1nccs1
-1% | ? | -9 | -2% | O=C(O)C1C2C=CC3(CN(c4cccc(C(F)(F)F)c4)C(=O)C13)O2 (stereo not given)
nt | 63 | -6 | 3% | O=C(c1ccc(C(=O)N2CCCCCC2)cc1)N1CCCCCC1
-10% | -9 | 2 | -5% | CCN1C(=O)CC(N2CCN(c3ccc(C(=O)c4ccncc4)cc3)CC2)C1=O (stereo not given)
nt | ? | 1 | -9% | NNC(=O)CCc1c[nH]c2ccccc12
-8% | -17 | ? | 2% | O=C(Nc1nnc(-c2ccccc2)o1)C1CCCCC1
-7% | 16 | -3 | 0% | Cc1nc2ccc(C(=O)O)cc2[nH]1
-13% | 0 | ? | -4% | COc1ccc(CN(C)CCc2ccccn2)c(OC)c1OC
1% | 45 | -7 | -2% | CC(C)NC(=O)c1ccc(OC2CSC2)cc1
4% | 11 | 0 | -7% | Cc1cc(NCc2ccccc2)nc(N2CCOCC2)n1
nt | 49 | nt | -1% | Cc1nn(Cc2ccccc2)c(C)c1NC(=O)c1cccs1

Taken from above.
Cc1nc2ccc(C(=O)O)cc2[nH]1 in PNC inhibitor: 16
O=C(Nc1nnc(-c2ccccc2)o1)C1CCCCC1 in PNC inhibitor: -17

Continuation.
15-hLO-2 inh | PNC inhibitor | IMPase inh | ALOX12 inhib | compound
16%[11.4 µM] | nt | nt | 3%[11.4 µM] | Nc1nc(N)c(-c2cccc(C(F)(F)F)c2)c(Cc2cccc(C(F)(F)F)c2)n1
-5% | -23 | 6 | -2% | Cc1nn(-c2ccccc2)c(=S)n1-c1ccccc1
14% | 20 | -13 | -4% | Cc1cnc(C)c(N2CCC(C(=O)NC(C)c3cccs3)CC2)n1 (stereo not given)
nt | -27 | nt | -8% | COc1ccc(/C=C2\C(=O)NC(=S)N2C(=O)c2ccc(C)cc2)cc1
41%[activator] | 13 | 6 | 5% | Cc1ccc(Cc2cnc(NC(=O)c3ccco3)s2)cc1
9% | -14 | -4 | -1% | FC(F)(F)C12CC(c3ccccc3)=NCCN1CCN2 (stereo not given)
-2% | 42 | 3 | 4% | COCCNC(=O)CSCc1c(F)cccc1Cl
nt | 28 | -4 | -2% | CCC(=O)Nc1ccc(C(=O)CSc2nnc(-c3ccc(NS(C)(=O)=O)cc3)n2C)cc1OC
35%[activator] | 58 | 6 | -6% | COc1cccc(CNc2cc(CSc3ccc(Cl)cc3)nc(C)n2)c1
3% | -9 | -5 | -5% | O=C(OC1CCN(c2ncc(C(F)(F)F)cc2Cl)CC1)c1cccc(C(F)(F)F)c1
nt | -13 | nt | -3% | Cc1ccc(C)c(S(=O)(=O)N2CCN(CC(=O)Nc3ccc4c(c3)CCC4)CC2)c1
nt | 22 | nt | 23% | Fc1ccccc1NC(=S)N1CCN(c2ccccn2)CC1
-12% | 52 | 6 | -5% | CCOC(=O)C1=C(CSc2nc3ccccc3s2)NC(=O)NC1c1ccc(OC)cc1 (stereo not given)
nt | -2 | 2 | -3% | CCC1CCCCN1C(=O)CSc1nnc(-c2ccc(OC)cc2)o1 (stereo not given)
nt | -10 | 1 | 3% | CC(=O)c1ccc(Oc2ncnc3sccc23)c(CN2CCOCC2)c1
nt | 1 | nt | -6% | CCn1c(C)c(C2=CCN(S(=O)(=O)c3ccc(C)cc3)CC2)c2ccccc21
-3% | 7 | 10 | -2% | COCCNS(=O)(=O)c1ccc2c(c1)oc(=O)c1cc(S(=O)(=O)NCCOC)ccc12
37%[activator] | 32 | 3 | -17% | Cc1ccccc1Nc1nc(CSc2nnnn2-c2ccccc2)cs1
-6% | 32 | 8 | 1% | Fc1ccc(F)c(CN2CCN(c3ncccn3)CC2)c1
-1% | 11 | 9 | -2% | O=C(C1CC1)N(CCN(Cc1ccccc1)C(=O)C1CC1)Cc1ccccc1
4% | nt | nt | -2% | O=c1cnc2cnc(Oc3ccccc3)nc2n1C[C@H]1CCCO1
10% | -21 | -4 | -3% | Cc1ccc(SCCCn2cnc3ccccc3c2=O)cc1
nt | -113* | nt | 2% | O=C(CNc1ccc(Br)cc1)NNC1=NCCC1
-14% | 36 | -2 | -4% | O=C(O)c1cc(-c2ccccc2)c(N2CCOCC2)s1
nt | -16 | nt | -1% | O=C(NC1(C(F)(F)F)NC(=O)N(c2ccc(F)cc2)C1=O)c1cccs1 (stereo not given)
nt | -13 | nt | -2% | O=C(COC(=O)CC(c1ccccc1)c1ccccc1)NCc1ccccc1
? | 20 | 3 | -4% | COc1ccc(-c2coc3cc4oc(=O)cc(C)c4cc23)cc1F
4% | 14 | 2 | -6% | Cc1cc(Cl)ccc1NC(=O)NC1CCN(S(=O)(=O)c2ccc(F)cc2)CC1
-1%[11.4 µM] | nt | nt | 6%[11.4 µM] | Nc1nc2c(C(=O)NCc3cccs3)nnn2c2cccc(Cl)c12
-3% | -14 | 5 | 1% | COCCNC(=O)c1onc(CSc2cccc(OC)c2)c1C(=O)O
-1% | 13 | 1 | 1% | O=S(=O)(c1ccccc1S(=O)(=O)N1CCCCC1)N1CCCCC1
1% | -25 | 1 | -1% | O=C(N/N=C/c1ccncc1)/C(=C/c1ccccc1)NC(=O)c1ccccc1
1% | 4 | -6 | -5% | CCCn1c2c(c(O)c(C(=O)Nc3ccccc3)c1=O)CCCC2
-2% | ? | -6 | -4% | CCCOc1ccc(C(=O)N2CCCc3ccccc32)cc1
nt | 8 | nt | -1% | CCOC(=O)C/C(C)=N/NC(=O)Nc1ccccc1
nt | 4 | nt | 0% | CCNS(=O)(=O)c1ccc(CCC(=O)Nc2ccccc2C(=O)OC)cc1
nt | -26 | nt | -3% | CCSc1ncnc2sc(C)c(C)c12
nt | 0 | nt | 0% | CC(C)C12CN3CCN(CC(C3)/C1=N\NC(=O)Nc1ccccc1)C2
nt | 21 | nt | -1% | CCOc1ccccc1-n1c(SCC(=O)N2CCCc3ccccc32)nnc1-c1cccnc1
-6% | ? | -5 | -2% | CCOC(=O)Nc1ccc2c(c1)nc(CN1CCN(C(C)=O)CC1)n2C
4% | -22 | -2 | -2% | CCN(CC)c1nc(-c2nn[nH]n2)nc(N(CC)CC)n1
-4% | -14 | -3 | -7% | CC(=O)Nc1ccccc1N(C)S(=O)(=O)c1ccc(C)cc1
nt | 21 | nt | -6% | C=CCOc1ccccc1CNc1cccc(F)c1
nt | -16 | nt | -2% | COc1cc(/C=N/O)cc(Br)c1OC
nt | -20 | 9 | 0% | COc1ccc(C2SCC(=O)N2c2nnc(C34CC5CC(CC(C5)C3)C4)s2)cc1 (stereo not given)
2% | -107* | -9 | -2% | Cn1c(SCc2ccccc2)nnc1C1CCCNC1 (stereo not given)
3% | ? | -20 | -14% | CSc1oc(-c2ccccc2)nc1S(=O)(=O)c1ccc(C)cc1
-2%[25.6 µM] | nt | 3[20.6 µM] | -1%[25.6 µM] | CC(C)(C)NC[C@H](O)COc1cccc2c1CCC(=O)N2
3% | -106* | -6 | 11% | CCOC(=O)N1CCC(NC(=O)Cn2nc(Cc3ccncc3)c3ccccc3c2=O)CC1
1% | -8 | 6 | -3% | Cc1ccc(S(=O)(=O)N2CCOCC2)cc1C(=O)NCCCn1ccnc1
-6% | -6 | 0 | -6% | O=c1sc(N2CCN(c3ccccc3F)CC2)nc2ccsc12
nt | -13 | -8 | -4% | Cn1c(=O)n(C)c2cc([N+](=O)[O-])c(N3CCN(C(=O)c4cccc(Cl)c4)CC3)cc21
